Source: PubChem
SRC1 TRFRET art: TR-FRET detection interference compounds, primary screen, artefact control for PPARgamma SRC-1 recruitment agonists, biochemical, TR-FRET emission ratio; TR-FRET detection artefact counter-screen; stronger effect = higher value; TR-FRET ratio at 8 µM; 0.34% of 99,000 active; in the data active = TR-FRET ratio above about 2300; note: inactives centre near 1800
SRC3 TRFRET art: TR-FRET detection interference compounds, artefact control for PPARgamma SRC-3 recruitment agonists, biochemical, TR-FRET ratio; TR-FRET artefact counter-screen, PPARgamma/SRC-3 format; stronger effect = higher value; 0.39% of 99,000 active; TR-FRET ratio at 8 µM; in the data active = TR-FRET ratio above about 2000; note: inactives centre near 1600
* = called active by the depositor.

SMILES | SRC1 TRFRET art | SRC3 TRFRET art
O=C(c1ccc2c(c1)N(Cc1cccc(Cl)c1)C(=O)c1ccccc1S2(=O)=O)N1CCN(c2ccccn2)CC1 | 2156 | 1706
CCNC(=O)COc1cc(C)c(Br)c(C)c1 | 1967 | 1619
COc1ccc(NC(=S)N2CCN(C(c3ccccc3)c3ccccc3)CC2)c(OC)c1 | 1915 | 1571
CCOc1ccc(N2CC(C(=O)Nc3cccc(S(=O)(=O)N4CCCCC4)c3)CC2=O)cc1 (stereo not drawn) | 1830 | 1360
Cc1cc(NCc2ccccc2Cl)n2nnnc2n1 | 1706 | 1435
COc1ccc(-n2c(C(C)(C)C)csc2=Nc2c(C)n(C)n(-c3ccccc3)c2=O)cc1 | 1846 | 1584
COc1ccc2cc[nH]c2c1 | 1707 | 1620
Cc1ccc2c(c1)c1nnc(SCC(=O)Nc3cccc(Cl)c3C)nc1n2CC(=O)O | 1805 | 1518
CN1C(=O)/C(=C/C=C2\SCCN2C)N(C)C1=S | 1709 | 1670
ClC1(Cl)CC1CSc1nc2ccccc2[nH]1 (stereo not drawn) | 1575 | 1331
O=C(NN1C(=O)C2C3C=CC(C3)[C@H]2C1=O)c1cccnc1 (stereo partly drawn) | 1745 | 1396
Cc1nnc(SCc2nnc(-c3ccccc3Br)o2)s1 | 1768 | 1652
COc1cccc2cc(C(C)N(CCCN3CCOCC3)C(=S)Nc3ccc(C)cc3)oc12 (stereo not drawn) | 2068 | 1703
Cc1cccc(Nc2nnc(SCC(=O)Nc3ncc(C(F)(F)F)cc3Cl)s2)c1C | 1732 | 1665
O=C1CCn2nc(-c3ccc(Cl)cc3)cc2N1 | 1932 | 1535
CCOc1cc(N2CCOCC2)c(OCC)cc1NC(=O)CN1CCN(Cc2ccc3c(c2)OCO3)CC1 | 1985 | 1658
Clc1ccc(Nc2nc(NCCN3CCOCC3)nc(N3CCOCC3)n2)cc1 | 1792 | 1479
Cc1cc(=O)[nH]c(=S)[nH]1 | 1928 | 1691
NC(=O)C1CCN(CC(=O)Nc2cc(Cl)ccc2Oc2ccccc2)CC1 | 1916 | 1677
Cc1ccc(S(=O)(=O)NCC(=O)OCc2csc(-c3ccccc3)n2)cc1 | 1773 | 1610
CC(C)C(NC(=O)c1ccc(Br)cc1)C(=O)NC1=NCCS1 (stereo not drawn) | 1693 | 1394
COCCNC(=S)N/N=C(\C)c1ccccc1OC | 1903 | 1369
CCCCn1c(=O)[nH]c(=O)c2c1nc(-c1ccc(CC)c([N+](=O)[O-])c1)n2C | 1793 | 1366
CC(NC(=O)c1cccs1)c1nnc(SCc2ccc(Cl)cc2Cl)n1C (stereo not drawn) | 1697 | 1632
O=c1c2nnn(Cc3ccccc3)c2ncn1C/C=C/c1ccccc1 | 1967 | 1747
O=C(/C=C/c1cccc([N+](=O)[O-])c1)OCC(=O)c1ccccc1 | 1970 | 1621
O=C(NCc1ccc(-c2nc3ccccc3s2)cc1)c1ccc(Br)o1 | 1722 | 1642
COC(=O)c1c[nH]c(=O)c2ccccc12 | 1814 | 1659
C/C(=N\NC(=O)C1CC1)c1cccs1 | 1849 | 1674
O=C(N/N=C/c1cc2ccccc2nc1Cl)[C@H]1C[C@@H]1c1ccccc1 | 1970 | 1704

A different layout for two compounds above:
Results follow in this order: SRC1 TRFRET art	SRC3 TRFRET art
> CC(NC(=O)c1cccs1)c1nnc(SCc2ccc(Cl)cc2Cl)n1C (stereo not drawn)
  1697	1632
> O=c1c2nnn(Cc3ccccc3)c2ncn1C/C=C/c1ccccc1
  1967	1747

(list continues)
SMILES | SRC1 TRFRET art | SRC3 TRFRET art
Cc1cc(C)cc(NS(=O)(=O)c2ccc(NC(=O)C3CCCCC3C(=O)O)cc2)c1 (stereo not drawn) | 1726 | 1600
CSc1ccc(/C=N/NC(=O)CNc2cccc3ccccc23)cc1 | 1990 | 1667
CCn1cc(Br)c(C(=O)Nc2ccc(F)c(Cl)c2)n1 | 1346 | 1619
COc1ccc(-n2c(COc3ccc4c(c3)OCO4)nnc2SCC(=O)O)cc1 | 1954 | 1598
COc1cccc2c(=S)c(CCC(C)=O)c(C)[nH]c12 | 1726 | 1508
Cc1cccc(NS(=O)(=O)c2ccc(NC(=O)CN(c3cc([N+](=O)[O-])ccc3C)S(C)(=O)=O)cc2)c1 | 1855 | 1411
Cc1ccccc1OCc1nc2ccccc2c(=O)n1/N=C/c1cn[nH]c1-c1ccccc1 | 1924 | 1589
Cc1cccc(C(=O)N(c2ccccn2)C(C)c2ccco2)c1 (stereo not drawn) | 1805 | 1550
CN(c1ccc(C(=O)Nc2ccccn2)cc1)S(=O)(=O)c1ccccc1 | 1733 | 1555
CCOc1cc(N2CCOCC2)c(OCC)cc1NC(=O)c1cccc(N(C)C)c1 | 1676 | 1601
C/C(=N\Nc1nc2ccccc2[nH]1)c1cc2ccccc2o1 | 2088 | 1711
Cc1cc(NC(=O)CSc2nnc(-c3c[nH]c4ccccc34)n2C)no1 | 1870 | 1728
CCCNC(=O)c1sc2c(c1C(=O)Nc1ccccn1)CCCC2 | 1793 | 1662
COc1ccc(N2C(=O)C(Cl)=C(Nc3ccccc3OC)C2=O)cc1 | 2140 | 1719
O=C1S/C(=C\c2ccccn2)C(=O)N1Cc1ccccc1F | 1818 | 1567

Taken from above (2 entries):
SMILES | SRC1 TRFRET art | SRC3 TRFRET art
COc1ccc(N2C(=O)C(Cl)=C(Nc3ccccc3OC)C2=O)cc1 | 2140 | 1719
O=C1S/C(=C\c2ccccn2)C(=O)N1Cc1ccccc1F | 1818 | 1567

Following part
SMILES | SRC1 TRFRET art | SRC3 TRFRET art
Cc1[nH]c2ccccc2c1C(c1ccncc1)N1CCN(c2ccccn2)CC1 (stereo not drawn) | 1912 | 1573
COc1ccc(-c2nc(O)c3cnccn23)cc1 | 1994 | 1815
CC(=O)Oc1ccc(OC(C)=O)c(SCCCCCCl)c1 | 1670 | 1512
O=C(CSc1nnc(-c2ccccc2)n1-c1ccc(Cl)cc1)NC1CCS(=O)(=O)C1 (stereo not drawn) | 1690 | 1455
O=C(NCc1ccccc1)[C@@H]1C[C@H]1[C@@H](NP(=O)(c1ccccc1)c1ccccc1)c1ccccc1 | 1847 | 1795
O=C(/C=C\c1ccc2c(c1)OCO2)Nc1nnc(SCC(=O)OCc2ccccc2)s1 | 1889 | 1419
CCOC(=O)N1CCN(c2c(-c3ccc(C)cc3)c(=O)c2=O)CC1 | 1832 | 1634
CSc1cccc(NC(=S)N2CCC(N(C)C3CCCCCC3)CC2)c1 | 1855 | 1629
O=[N+]([O-])c1ccc(COn2nnc3ccccc32)cc1 | 1615 | 1436
CN1CCc2c(sc(NC(=O)c3cc4cc([N+](=O)[O-])ccc4s3)c2C(N)=O)C1 | 1469 | 1549
S=C(NCc1ccccc1)NN1CCOCC1 | 2040 | 1700
O=C(CN1C(=O)CSc2ccccc21)Nc1ccccc1C(=O)N1CCOCC1 | 1746 | 1578
CCOC(=O)C1=C(CS(=O)(=O)c2ccccc2)NC(=O)NC1c1cccc(OC)c1 (stereo not drawn) | 1896 | 1686
O=C(NNc1cc(N2CCOCC2)nc(N2CCOCC2)n1)C12CC3CC(CC(C3)C1)C2 | 1735 | 1610
COc1ccc(CC(=O)NC(C)CCc2ccccc2)cc1 (stereo not drawn) | 1581 | 1410
Fc1cc(F)cc(NC(=S)NN2CCOCC2)c1 | 1837 | 1450
O=C(c1ccco1)N1CCN(C(=O)C2CC2)CC1 | 1739 | 1506
COc1ccc(C)cc1NCC(=O)Nc1ccc(C(C)(C)C)cc1 | 1714 | 1706
Cc1ccc(S(=O)(=O)N2CCOCC2)cc1NC(=O)COC(=O)CNC(=O)c1ccc(C(C)(C)C)cc1 | 1558 | 1432
O=C(Cn1cnc2c(nnn2Cc2ccc(F)cc2)c1=O)NCc1ccc(F)cc1 | 1775 | 1495
COc1cc(NC(=O)CSc2nnnn2Cc2ccccc2)cc(OC)c1 | 1816 | 1665
Clc1ccc(-c2nnc(COc3ncnc4ccccc34)o2)cc1 | 1803 | 1729
Cc1ccc(NC(=S)Nn2cnnc2)cc1 | 1665 | 1509
CC(=O)c1ccc(N2CCN(CC(O)COCc3ccco3)CC2)cc1 (stereo not drawn) | 1736 | 1695
C#CCNC(=O)/C=C/c1ccc(OC)cc1 | 1889 | 1741
Cc1ccc2nc(NC(=O)C3CCN(S(=O)(=O)c4cnc[nH]4)CC3)sc2c1 | 1913 | 1658
CCOc1ccc(C(C)NC(=O)c2cccnc2OCC)cc1OCC (stereo not drawn) | 1840 | 1729
COc1ccc(CNC(=O)C(NC(C)=O)C(=O)Nc2ccc(C(C)C)cc2)cc1 (stereo not drawn) | 1870 | 1499
CCOc1ccc(NC(=S)N(CCc2c(C)[nH]c3ccccc23)Cc2ccco2)cc1 | 1612 | 1687
CN1CCN(c2nc(-c3cccnc3)nc3scc(-c4ccccc4)c23)CC1 | 1804 | 1502

Molecules from the list above containing bromine (5):
SMILES | SRC1 TRFRET art | SRC3 TRFRET art
CCNC(=O)COc1cc(C)c(Br)c(C)c1 | 1967 | 1619
Cc1nnc(SCc2nnc(-c3ccccc3Br)o2)s1 | 1768 | 1652
CC(C)C(NC(=O)c1ccc(Br)cc1)C(=O)NC1=NCCS1 (stereo not drawn) | 1693 | 1394
O=C(NCc1ccc(-c2nc3ccccc3s2)cc1)c1ccc(Br)o1 | 1722 | 1642
CCn1cc(Br)c(C(=O)Nc2ccc(F)c(Cl)c2)n1 | 1346 | 1619

More records.
SMILES | SRC1 TRFRET art | SRC3 TRFRET art
CCOc1ccc(-n2c(SCC(N)=O)nc3c(c2=O)SCC3)cc1 | 2012 | 1555
O=c1c2ccccc2c(-c2ccccc2)nn1-c1ccccn1 | 1699 | 1634
O=C(NC(=S)Nc1ccccc1)c1cc([N+](=O)[O-])ccc1N1CCOCC1 | 2008 | 1538
CCOc1cc(NC(=S)NCCCN2CCOCC2)c(OCC)cc1NC(=O)C1CC1 | 1893 | 1703
OCCC1CN(Cc2nc(-c3ccccc3)cs2)CCN1Cc1ccc(F)cc1 (stereo not drawn) | 1622 | 1538
Cc1cc(/C=C2\SC(N)=NC2=O)c(C)n1-c1ccc(F)cc1 | 2039 | 1722
COc1ccccc1NC(=O)CCC(=O)OCc1ccc(Cl)cc1 | 1626 | 1607
COc1cc(OC)nc(N/N=C(\c2ccccc2)c2ccncc2)n1 | 1750 | 1466
O=C(COC(=O)C1(c2ccc(F)cc2)CCCC1)NCc1ccco1 | 1839 | 1556
Cc1c(CN2CCc3c([nH]c4ccccc34)C2C2CCCCC2)cnn1C (stereo not drawn) | 1673 | 1599
CCOC(=O)c1ccc(NC(=O)Cn2ccc([N+](=O)[O-])n2)cc1 | 2018 | 1730
Cc1ccc(N2CCN(C(=O)c3cc(C(=O)c4ccccc4C)c[nH]3)CC2)c(C)c1 | 1748 | 1726
O=C(CSc1nccc(=O)[nH]1)Nc1ccc2c(c1)OCCO2 | 1888 | 1252
Cn1c(SCC(=O)NC(=O)c2cccc([N+](=O)[O-])c2)nnc1-c1ccc(F)cc1 | 2018 | 1450
CCn1c(=N)n(CC(=O)c2cccc([N+](=O)[O-])c2)c2ccccc21 | 1670 | 1707
CN(C)c1cccc(C(=O)OC(C(=O)Nc2ccc([N+](=O)[O-])cc2Br)c2ccccc2)c1 (stereo not drawn) | 1762 | 1471
CN(Cc1nc(Cc2ccccc2F)no1)Cc1cccc2ncccc12 | 1802 | 1653
Cc1ccc(C(=O)N/C(=C\c2ccc(C(C)C)cc2)C(=O)NCCCN2CCOCC2)cc1 | 1666 | 1638
CC1=C(C(=O)OCC2CCCO2)C(c2coc3ccc(C)cc3c2=O)C2=C(CCCC2=O)N1 (stereo not drawn) | 1847 | 1540
CC(=O)N1CCc2cc(S(=O)(=O)NC(C(=O)Nc3nc(C)cs3)C(C)C)ccc21 (stereo not drawn) | 1657 | 1697
CCOc1ccc(OCC)c(NC(=O)C2CCN(S(=O)(=O)c3c(C)[nH]c(=O)[nH]c3=O)CC2)c1 | 2044 | 1720
COC(=O)NNC(=O)C1CCC(C(=O)NNC(=O)OC)CC1 (stereo not drawn) | 1721 | 1574
CCCCOc1ccc(C(=O)CCN2CCOCC2)cc1 | 1667 | 1594
Cc1cc(NC(=O)COC(=O)c2ccccc2[N+](=O)[O-])no1 | 1754 | 1526
COC(C(=O)NC1CC1)c1ccccc1 (stereo not drawn) | 1716 | 1580
COc1ccc(CCn2c(N)cc(=O)[nH]c2=O)cc1OC | 1770 | 1496
Cc1ccsc1/C=N/NC(=O)c1cccs1 | 1668 | 1670
O=C(CSc1nnc2c(n1)[nH]c1ccccc12)NCc1ccco1 | 1948 | 1571
COC(=O)c1ccc(CSC(=N)N)o1 | 1893 | 1490
O=C(Oc1ccc(N(C(=O)c2ccncc2)S(=O)(=O)c2ccc(F)cc2)cc1)c1ccncc1 | 1726 | 1270

Complete entries, looked up by structure. Screens in order: SRC1 TRFRET art	SRC3 TRFRET art
COC(=O)c1ccc(CSC(=N)N)o1 across the screens: 1893	1490
Cc1ccsc1/C=N/NC(=O)c1cccs1 across the screens: 1668	1670
O=C(CSc1nnc2c(n1)[nH]c1ccccc12)NCc1ccco1 across the screens: 1948	1571

The list goes on.
SMILES | SRC1 TRFRET art | SRC3 TRFRET art
CCN(/N=C/c1ccccc1)c1cc(=O)n(C)c(=O)[nH]1 | 1447 | 1358
Cc1ccc(S(=O)(=O)N2CCN(C(=O)c3cc(=O)c4ccccc4o3)CC2)cc1 | 2014 | 1469
CN(Cc1c(F)cccc1Cl)C(=O)C1CC(=O)N(CCc2ccccc2)C1 (stereo not drawn) | 1938 | 1622
Cc1ccc(S(=O)(=O)Nc2nc3ccccc3nc2Nc2cccc(S(=O)(=O)N3CCCC3)c2)cc1 | 1746 | 1666
COC(=O)C1=C(C)N(Cc2ccco2)C(=O)N[C@H]1c1ccc(Br)cc1 | 1475 | 1352
CCn1c(=S)[nH]c2c(c1=O)C(C)(C)Cc1ccccc1-2 | 3374* | 2752*

A portion of the library (hit frequency here may not be typical).
